TDP1 block = qHTS Assay for Inhibitors of Tyrosyl-DNA Phosphodiesterase (TDP1); Tyrosyl-DNA phosphodiesterase 1 (Homo sapiens), Q9NUW8; 0.28% of 350,000 active; recombinant TDP1, AlphaScreen DNA substrate cleavage; Potency, µM (series often up to 130 µM), inactives show top-dose activity change, negative = inhibition, most hits filed as inhibitors; AID 485290, 2010; further: nearly all actives have a fitted effect of over 40% in size
Target sequence (Q9NUW8 whole entry, looked up): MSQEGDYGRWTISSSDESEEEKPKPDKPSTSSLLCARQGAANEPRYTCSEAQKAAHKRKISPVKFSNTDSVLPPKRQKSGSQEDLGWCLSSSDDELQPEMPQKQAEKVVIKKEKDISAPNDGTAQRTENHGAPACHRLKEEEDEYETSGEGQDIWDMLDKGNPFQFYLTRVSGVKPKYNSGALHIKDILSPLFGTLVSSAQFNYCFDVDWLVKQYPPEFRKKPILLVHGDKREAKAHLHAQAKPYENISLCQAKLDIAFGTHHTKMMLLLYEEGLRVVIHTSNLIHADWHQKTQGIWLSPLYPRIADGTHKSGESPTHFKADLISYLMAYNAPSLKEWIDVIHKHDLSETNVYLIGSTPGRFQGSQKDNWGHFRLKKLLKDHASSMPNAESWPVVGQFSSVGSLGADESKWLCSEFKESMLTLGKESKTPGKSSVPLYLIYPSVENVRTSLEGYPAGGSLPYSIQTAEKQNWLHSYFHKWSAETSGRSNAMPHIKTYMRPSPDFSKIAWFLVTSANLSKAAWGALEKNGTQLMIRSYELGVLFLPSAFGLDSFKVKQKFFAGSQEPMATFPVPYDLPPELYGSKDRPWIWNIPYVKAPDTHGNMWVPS
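Steps: enzyme plus compound, 15 min RT; add biotin/phosphotyrosine-FITC oligonucleotide (15 nM final), react 5 min; add donor/acceptor beads (10 ug/ml final), 10 min; read AlphaScreen. Tdp1 at 1 nM final.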
TDP1 cell CPT = qHTS for Inhibitors of human tyrosyl-DNA phosphodiesterase 1 (TDP1): qHTS in cells in presence of CPT | chicken DT40 Tdp1-/-;hTDP1 cells + 20 nM CPT, ATP luminescence, 48 h | Potency, µM (top dose mostly 46.2 µM), for inactives: at the highest dose activity change, negative = growth inhibition, actives largely listed as inhibitors | 12% of 420,000 active; further: nearly all actives have a fitted effect of over 55% in size
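Cell growth measured by CellTiter-Glo luminescence after a minimum 48 h, 37 C compound exposure with 20 nM CPT in Tdp1-knockout DT40 cells stably expressing hTDP1, seeded 400/well; qHTS titration format.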
TDP1 cell noCPT = qHTS for Inhibitors of human tyrosyl-DNA phosphodiesterase 1 (TDP1): qHTS in cells in absence of CPT | DT40 Tdp1-/- hTDP1 cells, no CPT, ATP luminescence, 48 h | Potency, µM (doses to about 46.2 µM), for the others: at the top dose activity change, negative = growth inhibition, actives largely listed as inhibitors | 15% of 420,000 active; further: nearly all actives have a fitted effect of over 55% in size
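Chicken DT40 Tdp1-/- cells complemented with human TDP1, screened without camptothecin (DMSO vehicle only), 400 cells/well. Compounds pin-transferred, cells incubated at 37 °C for at least 48 hr. Growth read as ATP-dependent luminescence (CellTiter-Glo, 30 min at RT).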
Active calls of the source: *; ? = inconclusive; / = not tested or not shown; & = joins results of further samples; [ ] = dose if it differs, or a comment. The call rests on the fitted dose curve; in most records, active means well fitted curve in the direction sought with a large enough effect; inconclusive means small, poorly fitted or top-dose-only effect, or another doubt; inactive means no such curve, though single readings can be large; an effect the other way counts as inactive or inconclusive. On the % scale 0 is the no-effect control and ±100 the full control effect; potency means the concentration at half of the fitted maximal effect.

SMILES	TDP1 block	TDP1 cell CPT	TDP1 cell noCPT
O=C(O)COc1ccccc1C=NNC(=O)c1ccc(NS(=O)(=O)c2cccs2)cc1	1%	-4%	0%
C=CCNC(=O)c1onc(CSc2cccc(C)c2)c1C(=O)O	-2%	-10%	-8%
O=[N+]([O-])c1ccccc1/C=C/CN1CCC(O)CC1	/	-8%	11%
N#CCC(=O)N/N=C/c1ccc(N2N=C(c3ccccc3)CC2c2ccccc2)cc1 (stereo not given)	-4%	23µM*	18µM*
Nc1nc(N)nc(-c2cccc(Br)c2)n1	/	-4%	?
Cc1cc(-c2nc3ccccc3s2)ccc1N	/	?	?
Cc1cc(NC(=O)CSc2nc3cc4c(cc3c(=O)n2CCc2ccccc2)OCO4)no1	3%	?	?
CC1=C(C(=O)N(C)C)CC(CC(=O)NCCCCc2ccccc2)C(=O)N1CCC1=CCCCC1 (stereo not given)	/	?	?
CCCCn1nnnc1C(c1cc2ccccc2o1)N(C)CCc1ccccc1 (stereo not given)	/	?	21µM*
Cc1ccc2c(CC(=O)N3CCc4ccccc43)coc2c1	-7%	-27%	?
Nc1ncnc2c1ncn2[C@@H]1O[C@H](CNS(=O)(=O)c2cc(S(=O)(=O)c3ccccc3)cs2)[C@@H](O)[C@H]1O	-1%[56.1 µM]	5%	0%
COc1ccccc1CC(=O)NC(=O)c1ccccc1O	/	15%	-30%
CCN(Cc1ccccc1)S(=O)(=O)c1ccc(S(=O)(=O)N(Cc2cccc(OC)c2)CC2CCCO2)cc1 (stereo not given)	4%	?	?
CC(C)CN1C(=O)N(c2ccc(Cl)cc2)C(C)(O)CC1(C)C (stereo not given)	/	?	?
COc1cc(/C=C/C(=O)Nc2ccc(S(=O)(=O)Nc3onc(C)c3C)cc2)cc(OC)c1OC	/	9%	-2%
Cn1c(SCC(=O)N2CCCc3ccccc32)nnc1-c1cccs1	3%	13%	2%
COc1ccc2c(c1)CCc1c(C(=O)Nc3c(C)nn(Cc4ccc(Cl)c(Cl)c4)c3C)noc1-2	6%	12µM*	13µM*
O=C(Nc1ccc(Cl)cc1)c1csc([C@H]2C[C@H](O)[C@@H](CO)O2)n1	/	?	-25%
O=C(CN1CCCCC1)n1c2ccccc2c2ccccc21	5%	-22%	?
COC(=O)C1=C(C)N=C2SCCC(=O)N2C1c1cccs1 (stereo not given)	-1%	5%	0%
CCn1cc([N+](=O)[O-])nc1C	-1%	-6%	-18%
CC1CC(C(F)F)n2nc(C(=O)O)cc2N1 (stereo not given)	-3%	-18%	-5%
COc1ccc(C=NNc2nc3c([nH]2)c(=O)n(C)c(=O)n3C)cc1	/	?	-23%
COc1ccc([N+](=O)[O-])cc1NC(=O)Cc1ccc(Cl)cc1	6%	-18%	-22%
O=C(Nc1ccc2nc(SCC(=O)N3CCc4ccccc43)sc2c1)c1cccc(Cl)c1	1%	?	?
The listing continues.
SMILES	TDP1 block	TDP1 cell CPT	TDP1 cell noCPT
O=C(Nc1ccc(-c2nnc3n2CCCCC3)cc1)c1cc2ccccc2o1	3%	?	?
Cc1ccccc1Nc1nnc(-c2ccc(C)c(S(=O)(=O)N3CCOCC3)c2)c2ccccc12	0%[12.3 µM]	?	16µM*
Cc1nnc(NC(=O)C2CCCCC2)s1	0%	-3%	-4%
O=C(O)c1ccc(N/N=C/c2cc3ccccc3nc2Cl)cc1	/	-16%	?
Cc1ccc(NC(=O)COC(=O)c2ccnn2C)cc1	4%	-17%	-13%
O=C(NCCc1ccccc1)C1CCN(C(=O)N2CCOc3ccccc32)CC1	/	-21%	?
COc1ccc(N(CC(=O)NCc2ccccc2)C(=O)Cn2nnc(-c3ccccc3F)n2)cc1OC	2%	14%	4%
O=C(CNS(=O)(=O)c1ccccc1F)Nc1ccc(N2CCOCC2)cc1	1%	?	-4%
CCCNS(=O)(=O)c1ccc(CCC(=O)Nc2ccc3c(c2)OCO3)cc1	7%	-21%	-26%
NC12CC3CC(C1)CC(CO)(C3)O2	-1%	-2%	13%
Cc1ccc(-c2nn(-c3ccccc3)cc2C=C2C(=O)CC(C)(C)CC2=O)cc1	4%	15µM*	?
C#CCN(CC=C)C(=O)c1ccc(OC2CCN(S(=O)(=O)N(C)C)CC2)cc1	/	?	?
C[C@@H]1COC(=O)[C@H](CC(=O)OC(C)(C)C)C/C=C\C[C@H](CC(=O)N(CCO)Cc2ccccc2)C(=O)N1	1%	-15%	-16%
CC1CCCN(c2ccc(C(=O)OCn3nnc4ccccc4c3=O)cc2[N+](=O)[O-])C1 (stereo not given)	-3%	?	?
Cc1cc(-c2cc(F)cc3c2OC(CNC(=O)[C@@H]2CCC(=O)N2)C3)ccc1F (stereo not given in full)	/	2%[9.04 µM]	-17%
CCC(=O)c1ccc(OCC(=O)N(Cc2nnc(-c3ccccc3Cl)o2)C2CC2)cc1	/	?	?
Cc1cccc(C(=O)O/N=C(\N)c2ccccn2)c1	-15%	-12%	?
COc1ccc(C(=O)OCC(=O)c2ccc3[nH]c(=O)[nH]c3c2)c(OC)c1OC	0%	21%	10%
CC(C)(c1ccccc1)c1ccc(OCCN2CCCC2)cc1	7%	?	?
CNC(=O)c1cc2c(ccc3ccccc32)o1	5%	2%	0%
CC1C(=O)Nc2ccc(S(=O)(=O)N3CCN(c4cccc(C(F)(F)F)c4)CC3)cc2NC1=O (stereo not given)	0%	26µM*	-69%
Cc1ccc(Cn2cccc(NC(=O)NCc3ccccc3)c2=O)cc1	-1%	0%	-4%
Cc1cccc(C)c1OC(=O)Cc1ccccc1[N+](=O)[O-]	/	20%	4%
CC(C)Nc1ccc(-n2nc3ccccc3[n+]2[O-])cc1	/	12%	-26%
CCCc1nn(C)c(C(=O)Nc2ccc(C)c(C)c2)c1Cl	-5%	9%	?

An excerpt of these results, bar-delimited:
Compound | TDP1 block | TDP1 cell CPT | TDP1 cell noCPT
CCC(=O)c1ccc(OCC(=O)N(Cc2nnc(-c3ccccc3Cl)o2)C2CC2)cc1 | / | ? | ?
Cc1cccc(C(=O)O/N=C(\N)c2ccccn2)c1 | -15% | -12% | ?
COc1ccc(C(=O)OCC(=O)c2ccc3[nH]c(=O)[nH]c3c2)c(OC)c1OC | 0% | 21% | 10%
CC(C)(c1ccccc1)c1ccc(OCCN2CCCC2)cc1 | 7% | ? | ?
CNC(=O)c1cc2c(ccc3ccccc32)o1 | 5% | 2% | 0%
CC1C(=O)Nc2ccc(S(=O)(=O)N3CCN(c4cccc(C(F)(F)F)c4)CC3)cc2NC1=O (stereo not given) | 0% | 26µM* | -69%

Grouped by structure: the entries above containing a COOH group (four)
SMILES	TDP1 block	TDP1 cell CPT	TDP1 cell noCPT
O=C(O)COc1ccccc1C=NNC(=O)c1ccc(NS(=O)(=O)c2cccs2)cc1	1%	-4%	0%
C=CCNC(=O)c1onc(CSc2cccc(C)c2)c1C(=O)O	-2%	-10%	-8%
CC1CC(C(F)F)n2nc(C(=O)O)cc2N1 (stereo not given)	-3%	-18%	-5%
O=C(O)c1ccc(N/N=C/c2cc3ccccc3nc2Cl)cc1	/	-16%	?

Later entries:
SMILES	TDP1 block	TDP1 cell CPT	TDP1 cell noCPT
Cc1ccccc1NC(=O)Nc1csc2c1CCCC2	3%	?	?
COc1ccc(/C=N/NC(=O)CNC(=O)c2ccncc2)cc1	/	-2%	-11%
O=C(N/C(=C\c1ccc([N+](=O)[O-])cc1)C(=O)N1CCOCC1)c1cccc(Br)c1	2%	?	?
CCNc1ncc2nc(-c3ccccc3)c(=O)n(CCC#N)c2n1	/	-3%	10%
NC(=S)NN=C1c2ccccc2-c2cc(Br)ccc21	/	5.2µM*	3.7µM*
O=C(CSCC(=O)N1CCOCC1)Nc1ccccc1	6%	-13%	-20%
Cc1c(S(=O)(=O)N2CCCC(C)C2)c(=O)n(C)c(=O)n1C (stereo not given)	/	11%	-1%
Cc1ccccc1-c1cc(C(=O)NCc2cccs2)n(CC2CC(c3cccnc3)=NO2)n1 (stereo not given)	-5%	?	?
CCOC(=O)C1CCN(S(=O)(=O)c2ccc(Br)c(OCC)c2)CC1	0%	-9%	?
O=C(NCc1cc(C(F)(F)F)ccc1Cl)c1cccc2c1C(=O)c1ccc(N3CCOCC3)cc1S2(=O)=O	-3%	18µM*	21µM*
CCSc1nc(C)c(CC)c(C)c1C(N)=O	-1%	8%	-5%
COc1ccc(NC(=S)c2ccccc2)cc1	1%	-8%	-22%
Cc1ccccc1C(=O)NCC(=O)OC1CCCCC1=O (stereo not given)	/	-2%	1%
O=C(NCCc1ccc(Cl)cc1)C1CCCN1C(=O)Nc1ccccc1 (stereo not given)	/	-4%	-6%
Oc1c(Cl)cc(Cl)c2c1NCCC2	9%	6.5µM*	10µM*
O=C(NC(NC(=S)Nc1ccccc1C(=O)O)C(Cl)(Cl)Cl)c1ccccc1 (stereo not given)	-9%	-26%	-10%
CCCCNC(=O)NNc1nc(Cl)cc(C)c1C#N	1%	?	-13%
COc1cc(NC(=O)Cn2nc(Cc3cccnc3)c3ccccc3c2=O)cc(OC)c1OC	4%&4%	0%&12%	3%&-17%
COc1ccccc1N(CC(=O)NCc1ccco1)C(=O)CCC(=O)Nc1ccccn1	4%	17%	-14%
CC1(C)Cn2c(nnc2-c2ccccc2)S1	4%	-1%	9%
CN1CCN(C(=S)C(=O)NCc2ccccc2)CC1	1%	19%	5%
Cc1cccc(C)c1OC(=O)c1ccccc1	/	-5%	-3%
CCN(CC)c1cc2c(cc1F)c(=O)c(S(=O)(=O)c1ccccc1)cn2C	-3%	-28%	?
CCn1c(SCC(=O)Nc2nc3ccc(OC)cc3s2)nc2c1c(=O)n(C)c(=O)n2C	3%	18µM*	?
O=C(c1ccc(Cl)c(S(=O)(=O)NCc2cccnc2)c1)N1CCCC1	1%[56.1 µM]	?	2.9µM*

4 entries from above, bar-delimited.
SMILES | TDP1 block | TDP1 cell CPT | TDP1 cell noCPT
NC12CC3CC(C1)CC(CO)(C3)O2 | -1% | -2% | 13%
CN1CCN(C(=S)C(=O)NCc2ccccc2)CC1 | 1% | 19% | 5%
Cc1ccc(NC(=O)COC(=O)c2ccnn2C)cc1 | 4% | -17% | -13%
C#CCN(CC=C)C(=O)c1ccc(OC2CCN(S(=O)(=O)N(C)C)CC2)cc1 | / | ? | ?

(list continues)
SMILES	TDP1 block	TDP1 cell CPT	TDP1 cell noCPT
CC1=C(C(=O)OC(C)C)C(c2ccc(N(C)C)cc2)C2=C(CC(C)(C)CC2=O)N1 (stereo not given)	9%	-23%	-23%
C/C(CC(=O)Nc1cc(C)ccn1)=N\NC(=O)c1ccncc1	6%	3%	-3%
CC(=O)Oc1ccc(C(=O)Nc2ccc(C3(C#N)CCCC3)cc2)cc1	/	16µM*	16µM*
Brc1ccccc1OCCCN1CCOCC1	-5%	-10%	-4%
CCCN=C1N(C)C[C@@H]2[C@@H]3C(=O)N(Cc4ccccc4)C(=O)[C@@H]3[C@](CC)(C(=O)OC)N12	/	-1%	-11%
CCCCNC(=O)CCC(=O)NNc1nc2ccccc2c2nc(-c3ccccc3)nn12	12%&2%	?	23µM*
C=CCNc1nc(C(=O)OCC(=O)Nc2cccc(SC)c2)cs1	-5%	7%	-6%
Cc1ccc(NC(=O)CCC(=O)NNC(=O)COc2cccc3ccccc23)c(C)c1	6%	-2%	-2%
Cc1nnc(NNS(=O)(=O)c2ccc(Cl)cc2)[nH]c1=O	1%	-12%	-22%
COc1ccc(OC)c(S(=O)(=O)Nc2c(C)cccc2C)c1	-1%	21%	-22%
CN1CCCC(CNC(=O)c2cnn(-c3nccc(-c4cccs4)n3)c2C2CC2)C1 (stereo not given)	/	-9%[9.04 µM]	-16%
COc1ccc(Nc2ccc3cc(S(=O)(=O)N4CCCC4)ccc3n2)cc1OC	8%	18µM*	21µM*
CCOC(=O)c1sc(NC(=S)NC(=O)c2ccc(OC)cc2)nc1C	3%	-7%	-7%
CCC(=O)Nc1nnc(-c2ccccn2)o1	3%	8%	-12%
COc1ccc(C(C)(C)C)cc1NC(=O)CSc1ncn[nH]1	11%	9%	-27%
Cn1c(CC(=O)Nc2ccccc2Cl)nnc1SCC(=O)Nc1nncs1	-10%	-26%	-15%
COc1ccc(S(=O)(=O)N2CCC3CC2c2cc(-c4ccc5c(c4)OCO5)ccc23)cc1 (stereo not given)	/	?	-30%
CC(C)(C)OC(=O)N1CCC(c2c(C(=O)NCCc3ccccc3)cnn2-c2ccc(F)cc2F)CC1	1%	21µM*	18µM*
O=C(NCCc1c[nH]c2ccccc12)c1[nH]c(C(F)(F)F)nc1-c1ccccc1	/	?	?

Screening data (PubChem)
